Screening data deposited in PubChem BioAssay by The Scripps Research Institute Molecular Screening Center.
FBW7 activator = activators of human E3 ligase FBW7. AlphaScreen FBW7–phospho-cyclin E peptide binding, activator screen. normalized activity (activation), % at 26.1 µM. 650,000 compounds, 0.13% hits. Q969H0; in the data active = normalized activity above about 1.9%;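 note: purified mutant Fbw7 with reduced substrate affinity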
MITF inh = inhibitors of human MITF; O75030; AlphaScreen MITF homodimerization, bead proximity signal; inhibition, % at 2.6 µM; 650,000 compounds, 0.91% hits; AID 1259374; in the data active = inhibition above about 50%;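 note: 0% = vehicle wells with protein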
Target sequence (O75030 whole entry, looked up): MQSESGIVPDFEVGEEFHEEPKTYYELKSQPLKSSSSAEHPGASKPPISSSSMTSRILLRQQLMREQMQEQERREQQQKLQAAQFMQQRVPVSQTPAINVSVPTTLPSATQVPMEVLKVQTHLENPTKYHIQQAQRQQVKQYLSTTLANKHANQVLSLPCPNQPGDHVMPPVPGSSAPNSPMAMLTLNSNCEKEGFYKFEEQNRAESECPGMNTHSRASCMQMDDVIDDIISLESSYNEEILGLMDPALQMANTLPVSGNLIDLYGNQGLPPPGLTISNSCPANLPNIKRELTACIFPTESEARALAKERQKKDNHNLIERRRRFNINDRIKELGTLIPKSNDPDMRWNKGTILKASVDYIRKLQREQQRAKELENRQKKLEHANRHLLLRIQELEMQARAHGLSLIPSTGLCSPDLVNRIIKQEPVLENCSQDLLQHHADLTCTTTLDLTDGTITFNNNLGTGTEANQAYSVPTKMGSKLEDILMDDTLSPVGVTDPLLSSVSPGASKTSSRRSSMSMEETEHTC
TEAD-YAP block = TEAD-YAP interaction inhibition. HEK-TIYL cells, TEAD-Gal4/YAP UAS-luciferase luminescence. inhibition, % at 9.12 µM. 640,000 compounds, 1.4% hits; in the data active = inhibition above about 32%;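 note: 0% = median of test compound wells and 100% = reference inhibitor wells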
GPR151 activ = activates the human receptor GPR151; 650,000 compounds, 1% hits; activation, % at 11.2 µM; AID 1508602; PathHunter beta-arrestin GPR151 cells, luminescence; Q8TDV0; in the data active = activation above about 4.9%;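 note: 0% = median of compound wells and 100% = cells with positive control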
Target sequence (Q8TDV0 whole entry, looked up): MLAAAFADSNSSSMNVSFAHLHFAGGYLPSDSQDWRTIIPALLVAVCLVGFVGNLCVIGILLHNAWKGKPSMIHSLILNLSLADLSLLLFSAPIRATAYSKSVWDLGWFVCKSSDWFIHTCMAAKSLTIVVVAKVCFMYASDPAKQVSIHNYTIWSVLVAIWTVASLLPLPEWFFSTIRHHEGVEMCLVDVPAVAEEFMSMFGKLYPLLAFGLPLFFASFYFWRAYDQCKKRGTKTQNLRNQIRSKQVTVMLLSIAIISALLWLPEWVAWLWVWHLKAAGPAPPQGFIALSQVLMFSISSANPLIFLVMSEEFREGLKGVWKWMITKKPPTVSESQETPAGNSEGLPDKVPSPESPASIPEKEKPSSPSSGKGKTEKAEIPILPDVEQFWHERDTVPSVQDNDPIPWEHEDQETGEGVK
* = called active by the depositor; & = joins results of further samples.

SMILES	FBW7 activator	MITF inh	TEAD-YAP block	GPR151 activ
O=C(C1CCN(Cc2cccnc2)CC1)N1CCN(c2ccccc2)CC1	-0.2	45	-8	3.5
CS(=O)(=O)N1CCN(c2ccccc2NC(=O)c2ccccc2Cl)CC1	-0.1	-5	-6	-1.4
N#Cc1ccc(C(=O)Nc2ccc(Br)cc2)c(F)c1	0.1	6	-51	0.8
O=C(NCC1(c2cccs2)CC1)Nc1c(F)cccc1F	-0.1	4	5	-0.4
CC(C)CNC(=O)c1cccc(NC(=O)COc2ccc3ccccc3c2)c1	1.0	15	-29	-1.6
CCc1nnc(SCC(N)=O)n1N	0.1	2	2	0.0
COc1ccc(C(=O)NC(=O)Nc2ccc(C)c([N+](=O)[O-])c2)cc1	0.1	13	-3	-1.2
CS(=O)(=O)Nc1ccccc1C(=O)Nc1ccccc1C(=O)N1CCOCC1	0.8	-14	0	-1.6
Oc1ccc(C2(c3ccc(Cl)cc3)CCCCC2)cc1	0.0	-5	11	-0.5
Cc1cc(C)n(CCNS(=O)(=O)c2c(C)noc2C)n1	0.3	9	13	2.0
Cc1ccc(O)c2ncccc12	-0.1	0	-11	-0.5
O=C(CC1Oc2ccc(Cl)cc2NC1=O)NCc1ccccn1 (stereo not drawn)	-0.2	6	9	0.0
COc1ccc(NC(=O)Cn2c(=O)c3ccccc3n3nncc23)cc1OC	-0.1	7	-16	-0.7
Cc1ccc(C(=O)c2ccccc2C(=O)O)c(O)c1	0.1	34	7	0.4
FC(F)(F)c1ccc(Cn2cnc3c(NCCOc4ccccc4)nc(NCc4ccc5c(c4)OCO5)nc32)cc1	0.6	14	-1	-1.8
CCOC(=O)c1[nH]c2ccc(F)cc2c1NC(=O)CN1CCCCC1	0.4	0	0	0.8
COc1ccc(C2=NN(C(=O)CSc3nc4ccccc4s3)C(c3ccc(OC)cc3)C2)cc1 (stereo not drawn)	0.0	9	8	0.3
COc1ccccc1CCNc1nc(CN2CCC(C(N)=O)CC2)nc2ccccc12	-0.1	0	2	0.0
Brc1ccc(CSc2nnc(-c3ccncc3)n2Cc2ccccc2)cc1	-0.2	11	0	0.9
Cn1ccnc1C1CCCCN1C(=O)CCN1Cc2ccccc2OC(c2ccccc2)C1 (stereo not drawn)	0.1	13	8	-1.1
COc1ccc(NCc2c(C(F)(F)F)nn(C)c2Cl)cc1	0.0	16	-1	-0.7
COc1ccc(CNC(=O)c2ccc(N3CC4CC(C3)c3cccc(=O)n3C4)c(NS(=O)(=O)c3ccc(Br)cc3)c2)cc1 (stereo not drawn)	-0.3	-10	-3	1.3
Cn1cnnc1S/C(=N\S(=O)(=O)c1cc(F)ccc1F)c1ccccc1	0.0	4	15	-1.0
CCOCCCn1c(=N)c(C#N)cc2c(=O)n3cc(C)ccc3nc21	0.3	10	-3	1.8
CCC(Oc1ccc(N2C(=O)c3ccccc3C2=O)cc1)C(=O)OC(C)C (stereo not drawn)	0.0	-8	-2	-0.9
CC(C)(CO)NC(=O)c1cccc(-n2ncc3cc(Nc4ccccc4Cl)ccc32)c1	0.0	14	19	-0.7
CCOc1ccc(CNc2ncc(-c3ccc(OC)cc3)n2C)cc1	-0.3	37	1	0.3
NC(=O)c1ccccc1NC(=O)c1ccc([N+](=O)[O-])cc1	0.2	12	-40	0.4
COc1cc(OC)c(OC)cc1/C=N/n1c(COc2ccccc2)n[nH]c1=S	0.1	-4	-4	-0.8
CCOC(=O)COc1ccc(/C=C2\NC(=O)N(Cc3ccc(Cl)cc3)C2=O)cc1OC	-0.1	12	-1	0.1
CCOc1ccccc1NC(=O)CCN1CCN(S(=O)(=O)c2ccc(Br)cc2)CC1	0.4	4	2	-0.7
O=C(Cn1nc2n(c1=O)-c1ccccc1SC2)NC(=O)Nc1ccccc1	0.2	3	3	-0.5
CSc1ccc(-c2ccc3c(c2)CC(CNC(=O)CSc2ncccn2)O3)cc1 (stereo not drawn)	0.0	-1	-30	0.2
O=S(=O)(NCc1cccs1)c1ccc(-c2ccc(S(=O)(=O)NCc3cccs3)cc2)cc1	0.1	-5	4	0.2
CCOC(=O)/C(C(C)=O)=C1/OC(=O)c2ccccc21	-0.4	5	4	2.3
O=C(Nc1ccccc1C(=O)O)c1ccc2c(c1)C(=O)N(Cc1cccnc1)C2=O	0.1	1	4	0.4
Brc1ccc2nc(Nc3ccccc3)nc(-c3ccccc3)c2c1	0.1	-3	3	0.9
CCCCCn1c(N2CCC(C(N)=O)CC2)nc2c1c(=O)[nH]c(=O)n2C	0.5	7	1	0.7
CC(=O)c1cccc(NC(=O)COc2cc(C)c(Cl)c(C)c2)c1	0.0	-9	-1	0.5
O=C(c1nn2c(c1Cl)NC(c1cccs1)CC2C(F)(F)F)N1CCOCC1 (stereo not drawn)	0.1	1	3	-0.1

Some of the entries above, reformatted.
Results follow in this order: FBW7 activator	MITF inh	TEAD-YAP block	GPR151 activ
> Cc1ccc(O)c2ncccc12
 : -0.1	0	-11	-0.5
> COc1ccc(C(=O)NC(=O)Nc2ccc(C)c([N+](=O)[O-])c2)cc1
 : 0.1	13	-3	-1.2
> CCOc1ccccc1NC(=O)CCN1CCN(S(=O)(=O)c2ccc(Br)cc2)CC1
 : 0.4	4	2	-0.7
> CS(=O)(=O)Nc1ccccc1C(=O)Nc1ccccc1C(=O)N1CCOCC1
 : 0.8	-14	0	-1.6
> Cc1ccc(C(=O)c2ccccc2C(=O)O)c(O)c1
 : 0.1	34	7	0.4
> CCOCCCn1c(=N)c(C#N)cc2c(=O)n3cc(C)ccc3nc21
 : 0.3	10	-3	1.8

Additional structures
SMILES	FBW7 activator	MITF inh	TEAD-YAP block	GPR151 activ
COc1ccc(NC(=O)c2ccco2)cc1NC(=O)c1ccccc1[N+](=O)[O-]	0.4	20	10	1.3
CSc1nnc(NC(=O)c2c(Cl)cccc2Cl)s1	-0.3	-1	3	1.0
CCC(C)C(=O)NCc1nnc2n1CCN(C(=O)COc1ccc(Cl)cc1C)CC2 (stereo not drawn)	0.2	7	-1	-0.6
CCOC(=O)CSc1nnc2n1CCN2c1ccccc1	0.1	1	1	0.3
COc1ccccc1NC(=O)C1CC12CCN(Cc1coc3ccc(C)cc3c1=O)CC2 (stereo not drawn)	-0.2	-13	-3	-0.2
N#CC1=C(SCc2ccccc2Cl)NC(=O)C(C(N)=O)C1 (stereo not drawn)	0.2	5	0	1.0
CCCCn1c(SCC2CCCCO2)nc2cc(S(N)(=O)=O)ccc21 (stereo not drawn)	-0.1	2	-4	2.0
O=C(Nc1ccccc1O)c1cc2ccccc2oc1=O	0.2	1	-30	-8.3
COc1cc(C(=O)N2CCCCCCC2)cc(OC)c1OC	0.0	-5	-7	0.9
O=C(NC(=S)Nc1ccc2oc(-c3ccccc3Cl)nc2c1)c1cc2ccccc2o1	-0.1	0	-6	1.5
Cc1ccc(S(=O)(=O)N/N=C2\C3CN4CCN(C3)CC2(c2ccccc2)C4)cc1	-0.1	-5	0	-0.5
COC(=O)C(NNc1ccccc1)(NC(=O)c1ccccc1OC)C(F)(F)F (stereo not drawn)	-0.1	-4	-15	-1.1
COc1ccc2nc(NCc3ccccc3)sc2c1	0.0	1	-12	-0.2
C=CCN1C(=O)C2C(C(=O)Nc3cccc(OC)c3)C3C=CC2(O3)C1C(=O)NC1CCCCC1C (stereo not drawn)	0.2	-7	-4	0.2
COCCCNC(=O)CN(c1cc(C)ccc1C)S(=O)(=O)c1ccc(C)cc1	-0.1	-13	0	1.9
COc1ccc(N(CCCN2C(=O)c3cccc4cccc(c34)C2=O)C(=O)c2cc(Cl)cc(Cl)c2)cc1	-0.1	-2	4	-1.1
Cc1cccc(-n2nc3c(c2NC(=O)c2cccc([N+](=O)[O-])c2C)CS(=O)(=O)C3)c1C	0.1	2	-5	-0.5
CCOC(=O)c1sc2nc(SCC(=O)NC3CCCCC3)n(Cc3ccco3)c(=O)c2c1C	0.1	4	3	-0.9
COC(=O)c1ccc(N=Cc2nc(-c3ccc([N+](=O)[O-])cc3)oc2O)cc1	0.1	1	-2	0.0
C[C@@H](NC(=O)/C(C#N)=C/c1ccc(O)c(O)c1)c1ccccc1	-0.2&-0.1&-0.4	-4&-9&-14	-13&-3	0.1&1.0&0.0

Single records, from the list above. Order of screens: FBW7 activator	MITF inh	TEAD-YAP block	GPR151 activ
CCOC(=O)c1sc2nc(SCC(=O)NC3CCCCC3)n(Cc3ccco3)c(=O)c2c1C as listed: 0.1	4	3	-0.9
COc1cc(C(=O)N2CCCCCCC2)cc(OC)c1OC as listed: 0.0	-5	-7	0.9
COc1ccc2nc(NCc3ccccc3)sc2c1 as listed: 0.0	1	-12	-0.2
O=C(Nc1ccccc1O)c1cc2ccccc2oc1=O as listed: 0.2	1	-30	-8.3

Structures above containing a COOH group, in the order listed:
SMILES	FBW7 activator	MITF inh	TEAD-YAP block	GPR151 activ
Cc1ccc(C(=O)c2ccccc2C(=O)O)c(O)c1	0.1	34	7	0.4
O=C(Nc1ccccc1C(=O)O)c1ccc2c(c1)C(=O)N(Cc1cccnc1)C2=O	0.1	1	4	0.4

(continued)
SMILES	FBW7 activator	MITF inh	TEAD-YAP block	GPR151 activ
COc1cc(/C=N/NC(=O)c2ccc(NC(=O)c3cccc(C)c3)cc2)cc(OC)c1OC	0.0	3	14	-1.1
CCOc1ccc(Cn2c(C)nc([N+](=O)[O-])c2SCC(O)CCl)cc1[N+](=O)[O-] (stereo not drawn)	-0.2	-5	0	2.6
COc1cccc(C2C(C(C)=O)=C(O)C(=O)N2c2ccc(C)c(Br)c2)c1 (stereo not drawn)	0.6	1	-14	0.3
COC(=O)CN(C)Cc1ccc(OCC(O)CN2CCc3ccccc3C2)cc1 (stereo not drawn)	0.0	16	-3	-0.6
Cc1nc2cc(C(=O)NCc3ccco3)ccc2n1-c1ccc(Br)cc1	0.3	16	0	-0.8
Cn1c(=O)[nH]c(=O)c2c1nc(NCc1ccco1)n2CCO	-0.1	9	0	-0.1
COc1ccc(C2=CC(c3c(C)nn(-c4ccccc4)c3Cl)n3nnnc3N2)cc1OC (stereo not drawn)	0.0	-3	-6	1.0
CC1(C)NC(=O)C(C#N)=C(SCc2ccccc2)S1	0.0	14	-3	0.6
N#Cc1cc2ccccc2nc1SCC(=O)NC1CC1	-0.2	9	-16	1.7
CCCC1=NN2C(=N)/C(=C/c3ccc(OCCOc4cc(C)ccc4C(C)C)c(OC)c3)C(=O)N=C2S1	0.0	-6	10	-1.1
C/C(=N\NCCO)c1ccc([N+](=O)[O-])cc1	-0.2	5	16	-0.6
Cc1ccc(C(=O)/C(C#N)=N/Nc2c(C)n(C)n(-c3ccccc3)c2=O)cc1	-1.8	48	24	1.3
COC(CN1C(=O)C(O)=C(C(C)=O)C1c1ccc(C(C)(C)C)cc1)OC (stereo not drawn)	-0.1	2	-3	-0.2
O=C(CCCn1cnc([N+](=O)[O-])n1)Nc1cccc(Cl)c1Cl	0.0	11	2	0.1
CCCCNC(=O)c1sc2nc(C)nc(N(CC)CC)c2c1C	0.0	-5	-7	0.0
CCOc1cccc2cc(C(=O)Nc3ccc(Cl)cc3Cl)c(=N)oc12	-0.1	3	7	0.7
Cc1ccc2onc(CC(=O)NCc3ccc4c(c3)OCO4)c2c1	-0.2	-7	4	0.9
CC1(C(=O)NNC(=O)c2cccc(C(F)(F)F)c2)Oc2ccccc2NC1=O (stereo not drawn)	0.2	10	5	-1.4
C=CCn1c(SCC(=O)OCC)nc2c(c1=O)C1(CCCC1)Cc1ccccc1-2	0.1	-1	-1	-0.5
Cc1cc([N+](=O)[O-])ccc1N1C(=O)/C(=C/c2ccc(-c3ccc(Cl)c(Cl)c3)o2)C=C1c1ccccc1	0.2	-6	11	1.5
Cc1ccc(NC(=O)c2sc3nc4c(cc3c2N)CCCCC4)cc1	0.1	0	13	0.7
COCCCN1C(=O)C2C(C(=O)Nc3ccc(OC)cc3)C3C=CC2(O3)C1C(=O)NC1CCCCC1 (stereo not drawn)	0.0	4	3	-1.0
COc1ccc(C2CC(C(F)(F)F)n3nc(C(=O)N4CCCCC4C)c(Cl)c3N2)cc1 (stereo not drawn)	0.0	25	6	1.2
CCOC(=O)C1CCN(S(=O)(=O)c2cc(F)ccc2OC)CC1	-0.1	-12	-8	-0.3
O=C(CCl)Nc1ccc(S(=O)(=O)OCC(F)(F)C(F)F)cc1	-0.1	-17	15	-1.0
Cc1ccc(N(C(=O)c2cc(C)cc(C)c2)C2C=CS(=O)(=O)C2)cc1 (stereo not drawn)	-0.1	-1	1	-0.4
Cc1cc(C)c(S(=O)(=O)Nc2cc(Sc3nc4ccccc4s3)c(O)c3ccccc23)c(C)c1	-0.5	-3	3	0.2
COc1cccc(C(=O)N2CC(=O)Nc3ccc(F)cc3C2c2ccc(F)cc2)c1 (stereo not drawn)	0.0	3	2	-0.1
Cc1ccc(S(=O)(=O)N2CC3=Cc4ccccc4Oc4cc([N+](=O)[O-])cc2c43)cc1	-0.1	4	3	-0.3
Cc1cc(NC(=O)c2cc(Br)ccc2Cl)ccc1NC(=O)c1ccccc1	0.0	0	-4	0.8
Cc1ccc(OCC(=O)N/N=C/c2ccc(Br)o2)cc1	0.1	13	10	0.4
